From PubChem BioAssay
Salmonella PhoP GFP: inhibitors of PhoP regulon expression, primary screen, Salmonella Typhimurium, GFP reporter (AID 1863); S. Typhimurium PhoP-regulated promoter GFP reporter, 4 h; higher % means a stronger effect; one-dose inhibition, % at 50 µM; IC50 in µM for titrated hits; 300,000 tested, 0.16% active;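 active = inhibition over 29.93%, a cutoff 3 SD above the screen mean, later confirmed by dose response; inconclusive = inhibition over 29.93% but no dose response follow-up; inactive = inhibition at most 29.93% or unconfirmed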;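 also: 0% = low Mg2+ inducing control and 100% = high Mg2+ repressing control; strong numbers were not always called active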
T cell HTS: modulators of CD8 T cell-vesicle binding, primary screen, mouse 2C CD8+ T cells, flow cytometry; 330,000 tested, 0.068% active; 2C CD8+ T cell-vesicle binding; hits give low values; AID 2052, 2009; calls only at 7 µM;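 active = response, share of CD8 T cells binding vesicles, and their 90th percentile fluorescence all below set limits, cut at about 80% in these data, passing the limit was not always enough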
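Material: murine 2C transgenic CD8+ T lymphocytes / Also added: QL9-peptide-loaded Drosophila micro-vesicles bearing Ld, ICAM-1 and B7-1 / Schedule: binding step 1.5 h, 37 °C, antibody labelling 20 min, ice / Signal: flow cytometry, PE anti-B7-1 (FL2) versus Alexa647 anti-CD8 (FL8), PFA-fixed / Evaluation: percent CD8+ FL2 mean versus row control / Benchmarks: naked versus QL9-loaded vesicles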
MgcRacGAP inhibition: MgcRacGAP GTPase-activating activity inhibitors, confirmation, biochemical, ADP Hunter fluorescence; MgcRacGAP-stimulated Rac1 GTP hydrolysis, ADP Hunter fluorescence; higher % means a stronger effect; GST-tagged Rac1 F28L mutant substrate; inhibition, % at 30 µM; hits with a dose series show IC50 in µM; 340,000 tested, 0.6% active; AID 624330, 2012;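 active = first-screen hits whose inhibition reached a set limit at any dose in the follow-up dose series; inconclusive = inhibition above the set first-screen limit but never retested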;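 also: fluorescence reports GDP produced by GAP-driven GTP hydrolysis; strong numbers were not always called active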
RSV antiviral HEp-2: RSV antiviral activity via CPE protection, HEp-2 cells, primary 10 µM value included (AID 2391) | 310,000 tested, 0.13% active | HEp-2 cells, RSV-induced CPE inhibition; higher % means a stronger effect | one-dose CPE inhibition, % at 10 µM; IC50 in µM for titrated hits; in the data active = a potency from the dose series; inconclusive = CPE inhibition mostly from about 23% at the one dose, without a potency; inactive = the rest, 99 in 100 with CPE inhibition below about 21%; also: strong numbers were not always called active
TNAP activation fold: human TNAP enzyme activators, primary screen, biochemical, luminescent, no phosphate acceptor, uHTS (AID 1001) | 200,000 tested, 0.03% active | purified TNAP, luminescent activation assay, no phosphate acceptor; higher activation fold means a stronger effect | one-dose activation fold at 20 µM; EC50 in µM for titrated hits; in the data active = activation fold from about 3, or a potency from the dose series; inactive = the rest, 99 in 100 with activation fold below about 1.6; also: many of its hits are not listed in these tables
NTR1 agonist: agonists of NTR1, primary screen, imaging, U2OS cells, beta-arrestin-GFP, high content (AID 493036); Neurotensin receptor type 1 (Homo sapiens), P30989; NTR1-U2OS beta-arrestin-GFP spot imaging, agonist mode; activation, % at 20 µM; 330,000 tested, 0.17% active;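 active = activation at or above 40% of the spot to cytoplasm intensity ratio, with at least 20 cells analyzed; inconclusive = wells under 20 cells, flagged as cytotoxic or low count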;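 also: 0% = DMSO without peptide and 100% = 100 nM NTR1 peptide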
Target sequence (P30989 whole entry, looked up): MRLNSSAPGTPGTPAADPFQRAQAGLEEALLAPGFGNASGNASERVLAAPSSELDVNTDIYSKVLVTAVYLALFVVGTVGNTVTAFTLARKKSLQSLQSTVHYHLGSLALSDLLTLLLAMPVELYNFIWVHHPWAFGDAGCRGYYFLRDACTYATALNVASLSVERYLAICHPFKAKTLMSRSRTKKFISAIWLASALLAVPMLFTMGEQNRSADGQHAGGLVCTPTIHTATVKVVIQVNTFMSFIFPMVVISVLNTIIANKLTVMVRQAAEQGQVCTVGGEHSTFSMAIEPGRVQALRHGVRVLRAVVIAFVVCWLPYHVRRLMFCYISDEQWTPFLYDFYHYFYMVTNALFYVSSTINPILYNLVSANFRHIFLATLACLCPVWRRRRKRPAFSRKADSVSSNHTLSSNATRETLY
Myeloid diff 2: induction of myeloid progenitor differentiation, primary screen, cell-based, flow cytometry, MLPCN library. ER-HoxA9 myeloid progenitors, lysozyme-GFP differentiation. calls only at 10 µM. 360,000 tested, 1% active;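 active = normalized GFP-positive differentiation at or above the plate's own cutoff, the solvent-only control mean plus 3 SD; inconclusive = no clear call, values can overlap the other calls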;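 also: cells exposed to compound for four days before flow analysis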
Large T inhibition: SV40 large T antigen inhibitors, biochemical (AID 1903); one-dose inhibition, % at 20 µM; IC50 in µM for titrated hits; SV40 large T antigen ATPase/helicase inhibition assay; higher % means a stronger effect; 310,000 tested, 0.39% active; in the data active = a potency from the dose series; inconclusive = inhibition mostly from about 32% at the one dose, without a potency; inactive = the rest, 99 in 100 with inhibition below about 32%; also: strong numbers were not always called active
UTI89 phage lysis: inhibition of K1F phage lysis, E. coli UTI89, bacterial capsule biogenesis inhibitors, alamar blue (AID 488966). 340,000 tested, 0.02% active. E. coli UTI89 K1F phage lysis, alamar blue, 2 h; higher % means a stronger effect. inhibition, % at 100 µM; hits with a dose series show IC50 in µM;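 active = phage lysis inhibition, versus mean bacterial control, above a set limit; inconclusive = no clear call, values can overlap the other calls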;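 also: capsule biogenesis inhibitors block K1F phage lysis so surviving cells raise fluorescence; higher fluorescence means more inhibition of phage lysis; actives were called in the ten point dose series up to 300 µM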
T cell HTS vesicle-bound %: also measured in T cell HTS; calls as there; double positive events, %; measured here: CD8+ vesicle-bound cell fraction;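 binding gate set so that unloaded-vesicle control wells show 10% double positive cells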
NTR1 agonist cell count 20 µM: recorded beside NTR1 agonist, whose call it bears; cell count; measured here: cell count, cytotoxicity flag
Myeloid diff 2 GFP+ MAC1+ %: recorded beside Myeloid diff 2, whose call it bears; GFP+ MAC1+ double positive, %; measured here: differentiation confirmed by MAC1 staining
* marks the source's active call; other numbers are inactive results; i = inactive; ? = inconclusive; · = no result given; [ ] = another dose, or the depositor's remark.

SMILES | Salmonella PhoP GFP | T cell HTS | T cell HTS vesicle-bound % | MgcRacGAP inhibition | RSV antiviral HEp-2 | TNAP activation fold | NTR1 agonist | NTR1 agonist cell count 20 µM | Myeloid diff 2 | Myeloid diff 2 GFP+ MAC1+ % | Large T inhibition | UTI89 phage lysis
Nc1ncc(Br)cc1S(=O)(=O)NCCC(=O)NCCc1ccccc1 | 11% | i | 46 | 10% | 1.1% | · | 0.1 | 58 | i | 1.2 | 18% | 0.1%
Cc1ccccc1NC(=O)N1CCCC(c2nc(-c3ccc(C(C)C)cc3)no2)C1 (stereo not given) | -2% | i | 31 | 9% | 3.7% | 1.2 | 10 | 94 | i | 0.5 | 9% | i
COc1ccc(CCNC(=O)c2cc(-c3cc(C)cc(C)c3O)n[nH]2)cc1OC | -3% | i | 15 | 3% | ? | · | 2.8 | 86 | i | 0.9 | 9% | 0.0%
CCN(CC)CCCNC(=S)N(Cc1cccnc1)Cc1cc2cc(C)ccc2[nH]c1=O | -1% | i | 49 | 9% | -1.3% | · | -0.7 | 65 | i | 0.2 | 10% | 0.1%
O=C(Nc1ccc(NC(=S)NC(=O)c2ccco2)cc1)c1ccccc1 | 1% | i | 9 | 11% | 2.4% | · | 4.4 | 47 | i | 1.1 | 14% | 0.3%
Cc1cc(SCC(=O)c2ccccc2)n2nc(C)nc2n1 | 4% | i | 41 | 11% | 0.3% | 1.3 | -1.0 | 56 | i | 1.3 | 10% | 4.6%
O=C(Nc1ccc(OCC(=O)N2CCOCC2)cc1)Nc1cccc2ccccc12 | -12% | i | 50 | 5% | 4.5% | 1.3 | 0.7 | 63 | i | 0.7 | 9% | 0.1%
C[N+]1(CC(O)COc2ccccc2)CCN(C(=O)c2ccc([N+](=O)[O-])cc2)CC1 (stereo not given) | 1% | i | 14 | -8% | 0.6% | 1.1 | 0.0 | 41 | i | 1.0 | 14% | -0.2%
CCOC(=O)N1CCC(NC(=O)C2CCN(S(=O)(=O)c3cnc[nH]3)CC2)CC1 | -6% | i | 40 | 6% | 1.6% | 1.1 | -3.0 | 95 | i | 0.7 | -3% | 3.3%
Cc1ccc(C)c(S(=O)(=O)N2CCN(C(=O)[C@H](C)N3C(=O)C4CC=CCC4C3=O)CC2)c1 (stereo not given in full) | · | i | 9 | 5% | 0.9% | · | 1.5 | 56 | i | 0.7 | · | 0.1%[50 µM]
COc1ccc(OC)c(N/C=C/C(=O)c2ccccc2)c1 | -1% | i | 67 | 6% | 1.1% | · | 3.9 | 58 | i | 0.7 | 6% | 0.1%
O=C(Nc1cccc(Cl)c1)c1cc(S(=O)(=O)N2CCCCC2)c[nH]1 | · | i | 21 | 1% | 0.3% | · | -0.7 | 54 | i | 2.0 | · | -0.1%
Cc1onc(-c2ccccc2Cl)c1C(O)c1ccc(F)cc1 (stereo not given) | 6% | i | 7 | 9% | 1.5% | · | 0.8 | 45 | i | 0.5 | 2% | 0.5%
Nc1nc(NS(=O)(=O)c2ccc(Cl)cc2)nn1-c1ccccc1 | -11% | i | 49 | 9% | 0.1% | · | 1.2 | 70 | i | 0.1 | 10% | 2.1%[50 µM]
COc1ccc(C(CNC(=O)c2cc(C)on2)N(C)C)cc1 (stereo not given) | 8% | i | 30 | 2% | 0.7% | · | 0.3 | 46 | ? | · | 6% | -0.2%
CCC(=O)N1CCc2cc(S(=O)(=O)CCC(=O)NCCC3=CCCCC3)ccc21 | 4% | i | 56 | 7% | 0.9% | 1.1 | -0.2 | 59 | i | 0.9 | 6% | 4.4%
O=C(O)c1ccc(CNCc2ccc(Cl)cc2)cc1 | -15% | i | 45 | -9% | 1.1% | 1.1 | -0.6 | 26 | i | 0.2 | -3% | 1.6%
COC(=O)c1ccccc1OC(=O)c1cccnc1 | 16% | i | 34 | 4% | 0.9% | 1 | 0.7 | 54 | i | 5.5 | 8% | -0.4%
CC(O)CNCCOc1cccc(Oc2ccccc2)c1 (stereo not given) | 0% | i | 51 | 23% | -3.5% | 1.1 | -1.5 | 70 | i | 0.6 | 23% | 0.1%
CC1CCCN(CCOCCOc2ccc(Cl)cc2Br)C1 (stereo not given) | 10% | i | 14 | 11% | -3.6% | 1.1 | 0.8 | 51 | i | 0.5 | 1% | 14%

Four entries drawn at random from those above, as already listed:
SMILES | Salmonella PhoP GFP | T cell HTS | T cell HTS vesicle-bound % | MgcRacGAP inhibition | RSV antiviral HEp-2 | TNAP activation fold | NTR1 agonist | NTR1 agonist cell count 20 µM | Myeloid diff 2 | Myeloid diff 2 GFP+ MAC1+ % | Large T inhibition | UTI89 phage lysis
COC(=O)c1ccccc1OC(=O)c1cccnc1 | 16% | i | 34 | 4% | 0.9% | 1 | 0.7 | 54 | i | 5.5 | 8% | -0.4%
CCN(CC)CCCNC(=S)N(Cc1cccnc1)Cc1cc2cc(C)ccc2[nH]c1=O | -1% | i | 49 | 9% | -1.3% | · | -0.7 | 65 | i | 0.2 | 10% | 0.1%
Cc1ccc(C)c(S(=O)(=O)N2CCN(C(=O)[C@H](C)N3C(=O)C4CC=CCC4C3=O)CC2)c1 (stereo not given in full) | · | i | 9 | 5% | 0.9% | · | 1.5 | 56 | i | 0.7 | · | 0.1%[50 µM]
C[N+]1(CC(O)COc2ccccc2)CCN(C(=O)c2ccc([N+](=O)[O-])cc2)CC1 (stereo not given) | 1% | i | 14 | -8% | 0.6% | 1.1 | 0.0 | 41 | i | 1.0 | 14% | -0.2%

Going on with the list.
SMILES | Salmonella PhoP GFP | T cell HTS | T cell HTS vesicle-bound % | MgcRacGAP inhibition | RSV antiviral HEp-2 | TNAP activation fold | NTR1 agonist | NTR1 agonist cell count 20 µM | Myeloid diff 2 | Myeloid diff 2 GFP+ MAC1+ % | Large T inhibition | UTI89 phage lysis
O=C(NCc1ccccn1)c1cc2n(n1)C(C(F)(F)F)CC(c1ccco1)N2 (stereo not given) | -13% | i | 48 | 3% | 1.0% | 1 | -0.3 | 49 | i | 1.4 | -1% | 0.0%
CCCC(=O)Nc1c(-c2cccc(OC)c2)c(=O)c2ccccc2n1C | 10% | i | 18 | 5% | 1.0% | · | -2.1 | 93 | i | 0.3 | 6% | 1.4%
COCCCn1c(=NC(=O)c2ccccc2)c(C#N)cc2c(=O)n3cccc(C)c3nc21 | -6% | i | 22 | 12% | 8.0% | · | 50* | 52* | i | 0.3 | 17% | 0.5%
CCOC(=O)C1(C)NC(c2ccc(N(C)C)cc2)C2C(=O)N(CC)C(=O)C21 (stereo not given) | 11% | i | 20 | 9% | 1.4% | 1.1 | 2.1 | 96 | i | 0.6 | -6% | 0.2%
COc1ccc(/C=N/Nc2ncccc2[N+](=O)[O-])c(OC)c1 | 3% | i | 8 | -4% | 0.3% | 1.1 | 3.1 | 36 | i | 0.2 | 2% | -0.1%
Cc1ccc(S(=O)(=O)NCc2ccccc2C)cc1 | -2% | i | 27 | 0% | 3.5% | · | 0.9 | 70 | i | 0.4 | -1% | 0.5%
Cc1ccc(NC(=O)C2CCCN2C(=O)NCc2ccccc2)cc1 (stereo not given) | -2% | i | 50 | 2% | -0.7% | 1.1 | -1.5 | 58 | i | 0.0 | 2% | 0.2%
Cc1cc(C)n2nc(CC(=O)NCc3ccc(F)cc3)nc2n1 | -1% | i | 53 | -11% | 0.1% | 1.3 | 2.3 | 56 | i | 3.0 | 9% | 1.3%[50 µM]
Cn1cc(C(=O)C(=O)N2CCN(c3ccccc3)CC2)c2ccccc21 | -2% | i | 31 | 1% | 3.5% | 1.1 | -0.5 | 59 | i | 0.7 | 0% | 0.0%
COCc1[nH][nH]c(=O)c1/C=N/N1CCOCC1 | -8% | i | 58 | 14% | 0.4% | 1.1 | -0.5 | 82 | i | 0.1 | 11% | 0.0%
O=S(=O)(Nc1cccc(-c2cn3cccnc3n2)c1)c1ccccc1 | 9% | i | 41 | 5% | 2.5% | 0.9 | -0.4 | 68 | i | 0.2 | 3% | 0.1%
CC(=O)N1c2ccc(S(=O)(=O)N3CCC(C(=O)Nc4cc(C)cc(C)c4)CC3)cc2CC1C (stereo not given) | 13% | i | 23 | 6% | 7.3% | · | -0.5 | 68 | i | 0.0 | 9% | 0.2%
O=C(Nc1nc2cc3c(cc2s1)OCCO3)c1cccs1 | 2% | i | 22 | 12% | 6.3% | · | 4.6 | 52 | i | 0.7 | 19% | 0.4%
CN(CC1CCCO1)S(=O)(=O)c1ccc(C(=O)Nc2ccc(S(N)(=O)=O)cc2)cc1 (stereo not given) | 2% | i | 37 | 8% | 0.7% | · | 1.6 | 53 | i | 7.6 | 7% | -0.1%
COc1ccc(OCc2cc(C(=O)N(C)CCC3CCOCC3)no2)c(Cl)c1 | -6% | i | 57 | 5% | 5.9% | · | -0.2 | 54 | i | 8.5 | 4% | 1.4%
COc1ccc(C2=NN(c3ccc(C=O)cc3)C(c3ccccc3)C2)cc1 (stereo not given) | -5% | i | 56 | · | 8.9% | · | 3.1 | 56 | · | · | 7% | ·
COCCOC(=O)C1=C(C)NC(=S)NC1/C=C/c1ccccc1 (stereo not given) | -20% | i | 37 | 3% | 1.9% | 1 | -0.7 | 57 | i | 0.1 | 17% | 2.4%
CSc1nc(NC(C)=O)nc(C)c1Br | 1% | i | 29 | 4% | 2.0% | 1.1 | -0.5 | 47 | i | 1.1 | 0% | 0.4%
CC(=O)NCCc1nc2ccccc2n1CCOc1ccccc1C | -11% | i | 46 | -5% | 1.5% | · | 0.1 | 44 | i | 0.3 | 12% | -0.1%
Cn1c(SCc2cccc(Br)c2)nnc1-c1ccccn1 | -2% | i | 51 | 10% | 2.3% | · | 0.6 | 56 | i | 0.4 | 1% | 1.0%
O=c1[nH]c(CSc2ccccc2)nc2c1oc1ccccc12 | 0% | i | 54 | 15% | 3.3% | · | 1.8 | 55 | i | 0.4 | 3% | 0.3%
CCCCN1C(=N)N([C@@H](C)CN2CCC[C@H]2CN2C(N)=NC[C@H]2CC(C)C)C[C@H]1Cc1ccccc1 | · | i | 9 | 7% | · | · | 4.1 | 46 | i | 3.4 | · | ?
